GLP-1R agonist: qHTS of GLP-1 Receptor Agonists; Glucagon-like peptide 1 receptor (Homo sapiens), P43220; HEK293 GLP-1R CRE-luciferase, luminescence, 4-6 h; cells express a hypersensitive GLP-1R form; Potency, µM (highest dose often 45.6 µM), inactives show top-dose activation, usual class: activators; hit rate 0.007% among 380,000; AID 624172, 2012; note: potency is the fitted concentration of half-maximal effect; % of control where 0% means no effect
Target sequence (P43220 whole entry, looked up): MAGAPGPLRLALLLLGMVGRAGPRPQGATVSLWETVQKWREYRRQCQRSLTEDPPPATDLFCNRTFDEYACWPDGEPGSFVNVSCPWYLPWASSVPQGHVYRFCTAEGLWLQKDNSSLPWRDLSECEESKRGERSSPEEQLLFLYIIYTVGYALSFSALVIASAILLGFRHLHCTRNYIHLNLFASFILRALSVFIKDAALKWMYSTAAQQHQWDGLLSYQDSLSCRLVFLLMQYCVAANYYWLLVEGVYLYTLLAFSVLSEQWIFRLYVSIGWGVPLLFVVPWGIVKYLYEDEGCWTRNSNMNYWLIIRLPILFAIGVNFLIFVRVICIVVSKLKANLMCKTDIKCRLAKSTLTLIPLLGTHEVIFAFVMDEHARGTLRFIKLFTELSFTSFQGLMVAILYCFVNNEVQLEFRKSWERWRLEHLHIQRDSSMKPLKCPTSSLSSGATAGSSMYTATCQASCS
KB-3-1 cytotox: qHTS assay for MDR1-selective chemotherapeutics: Primary screen using the parental adenocarcinoma cell KB-3-1; hit rate 1.4% among 400,000; AID 1347075, 2019; KB-3-1 viability, CellTiter-Glo ATP luminescence, 72 h; Potency, µM (titrated, usually from 46.1 µM), for the others: top-dose activity change, negative = cytotoxic, hits mostly cytotoxic; note: potency is the fitted concentration of half-maximal effect; % is set by controls: 0 for no effect and ±100 for the full control effect; nearly all actives have a fitted effect of over 60% in size
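Parental KB-3-1 viability, qHTS format: 72 h compound exposure, 37 °C; CellTiter-Glo; media-only wells and DMSO plates as controls; concentration-effect fits on corrected data.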
DRD3 antagonist: qHTS of D3 Dopamine Receptor Antagonist: qHTS. D(3) dopamine receptor (Homo sapiens), P35462. D3R cells, DiscoveRx beta-arrestin luminescence, antagonist mode; active compounds read low. max response, negative = inhibition, %. hit rate 2.5% among 360,000; in the data active = max response below about -50%; inconclusive = no clear call, values can overlap the other calls; note: % is set by controls: 0 for no effect and ±100 for the full control effect; mostly tested at two doses, the higher about 12 µM
Target sequence (P35462 whole entry, looked up): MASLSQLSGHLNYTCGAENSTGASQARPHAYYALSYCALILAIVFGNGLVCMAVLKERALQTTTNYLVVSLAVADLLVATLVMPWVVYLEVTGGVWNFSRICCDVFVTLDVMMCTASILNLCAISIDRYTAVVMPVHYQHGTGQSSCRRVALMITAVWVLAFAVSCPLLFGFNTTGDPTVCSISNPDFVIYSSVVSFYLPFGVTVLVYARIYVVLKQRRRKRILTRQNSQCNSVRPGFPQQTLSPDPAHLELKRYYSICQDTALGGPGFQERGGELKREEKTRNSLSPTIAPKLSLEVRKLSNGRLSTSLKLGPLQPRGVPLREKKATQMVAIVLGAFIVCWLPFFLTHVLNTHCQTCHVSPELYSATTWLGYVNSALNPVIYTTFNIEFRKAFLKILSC
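Cells expressing the human receptor were seeded at 1500 cells/well, incubated overnight at 37 degrees C in 5% CO2, then exposed to library compounds with dopamine controls for 90 minutes at 37 degrees C before luminescent detection.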
D3 ag: qHTS of D3 Dopamine Receptor Agonist: qHTS | D(3) dopamine receptor (Homo sapiens), P35462 | D3R DiscoveRx beta-arrestin cells, luminescence, 90 min | max activation, % | hit rate 0.58% among 410,000; in the data active = max activation above about 30%; note: 0% is about no effect; mostly tested at two doses, the higher about 12 µM
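Cells at 1500/well, incubated overnight, then treated with pinned compounds (dopamine as control) for 90 min at 37 degrees C. DiscoveRx reagent added for 30 - 60 minutes at room temperature; luminescence read.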
KB-V1 MDR tox: qHTS assay for MDR1-selective chemotherapeutics: Primary screen using the drug-selected MDR subline cells KB-V1; KB-V1 MDR cells viability, CellTiter-Glo, 72 h; AID 1347076, 2019; Potency, µM (titrated, usually from 46.1 µM), without a hit: at the top dose activity change, negative = cytotoxicity, most hits filed as cytotoxic; hit rate 3.4% among 400,000; note: potency is the fitted concentration of half-maximal effect; % is set by controls: 0 for no effect and ±100 for the full control effect; nearly all actives have a fitted effect of over 60% in size
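Cytotoxicity via CellTiter-Glo luminescence after 72 h compound exposure at 37 degrees C. Cells: drug-selected KB-V1 line, DMEM phenol-red free plus 10% FBS. Compounds tested at multiple concentrations; normalized data fitted to concentration-effect curves.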
HT1080 IDH1KD tx: qHTS for induction of synthetic lethality in tumor cells producing 2HG: qHTS for the HT-1080-IDH1KD cell line; HT-1080 IDH1 knockdown viability, ATP luminescence, 48 h; Potency, µM (highest dose often 46.1 µM), inactives show at the top dose activity, negative = toxicity, hits mostly cytotoxic; hit rate 2% among 360,000; AID 686971, 2013;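 note: potency is the fitted concentration of half-maximal effect; 0% = DMSO wells and -100% = cell-free medium wells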
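Using the IDH1-knockdown HT-1080 line run in the same batch and compound series as the NT line, viability after 48 h at 37 °C was determined by CellTiter-Glo luminescence and expressed as % activity.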
HT1080NT lethal: qHTS for induction of synthetic lethality in tumor cells producing 2HG: qHTS for the HT-1080-NT fibrosarcoma cell line; AID 686970, 2013; HT-1080-NT fibrosarcoma viability, CellTiter-Glo ATP luminescence, 48 h; hit rate 1.6% among 360,000; Potency, µM (highest dose often 46.1 µM), for the others: top-dose activity, negative = less viability, actives largely listed as cytotoxic;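 note: NT is the 2HG producing partner of a matched IDH1 knockdown line; potency is the fitted concentration of half-maximal effect; 0% = DMSO-treated cells and -100% = media-only wells without cells; nearly all actives have a fitted effect of over 55% in size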
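Viability of the 2HG-overproducing fibrosarcoma line after 48 hours of compound exposure at 37 degrees C was determined by luminescence with CellTiter-Glo, and concentration-effect curves were then fitted and categorized.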
IL-1B inflam inh: qHTS for Inhibitors of Inflammasome Signaling: IL-1-beta AlphaLISA Primary Screen; THP-1 LPS/ATP IL-1B secretion, AlphaLISA, 16 h; active compounds read low; activity change, % at 57.5 µM; hit rate 4.7% among 360,000; in the data active = activity change below about -50%; inconclusive = mostly about -30% to -49%; note: % is set by controls: 0 for no effect and ±100 for the full control effect
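Secreted IL-1B measured by AlphaLISA bead assay after 16 h compound exposure of THP-1 cells; compounds (final up to 57.5 uM) added 1 h before LPS (250 ng/mL) and ATP (1.25 mM) stimulation; lower signal means less secretion.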
SW480 rerep: A quantitative high throughput screen for small molecules that induce DNA re-replication in SW480 colon adenocarcinoma cells | SW480 DNA re-replication, Hoechst DNA content imaging, 48 h | Potency, µM (highest dose often 46.1 µM), without a hit: top-dose re-replication activation, actives largely listed as activators | hit rate 1.8% among 340,000 | AID 624297, 2012; note: potency is the fitted concentration of half-maximal effect; % of control where 0% means no effect; nearly all actives have a fitted effect of over 55% in size
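Per well, 250 cells were exposed to pinned compound for 48 hr. Nuclear DNA was visualised with Hoechst (40 min, 37 C) and total object intensity recorded by fluorescence scanning.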
* = called active by the depositor; ? = inconclusive; . = not tested or not shown; [ ] = dose if it differs, or a comment. Unless noted, calls come from the whole dose curve; as a rule, active = well fitted curve in the direction sought with a large enough effect; inconclusive = small, poorly fitted or top-dose-only effect, or another doubt; inactive = no such curve, though single readings can be large; an effect the other way counts as inactive or inconclusive.

1. COC(=O)/C(=C1/Oc2cc(C)oc(=O)c2S1)C(F)(F)F
2. CC(=O)c1c(C)n([O-])c2cc(C)ccc2[n+]1=O
3. Cc1ccc(NC(=O)CSc2nnc(Cn3c(=O)sc4ccccc43)n2C)cc1
4. Cc1ccc(NC(=O)C2CCN(S(=O)(=O)c3ccc4[nH]c(=O)oc4c3)CC2)cc1F
5. CC(C)c1cc(NCCN2CCOCC2)n2c(nc3ccccc32)c1C#N
6. O=C(CNC(=O)c1ccc(Cl)cc1Cl)OCc1nc2ccccc2s1
7. NC(c1csc(Nc2ccc(C(=O)c3ccccc3)cc2)n1)c1ccccc1Cl (stereo not drawn)
8. CCCOc1ccc(N2C(=O)CC(N3CCN(c4ccccc4OC)CC3)C2=O)cc1 (stereo not drawn)
9. OCCc1ccc(-c2ccc(Cl)cc2)o1
10. Cc1cc(Cl)ccc1OC(C)C(=O)Nc1ccc(C(=O)Nc2ccccc2C(=O)O)cc1 (stereo not drawn)

assay / compound | 1 | 2 | 3 | 4 | 5 | 6 | 7 | 8 | 9 | 10
GLP-1R agonist | 0% | 6% | 0% | -4% | -1% | 1% | -7% | -8% | 9% | -3%
IL-1B inflam inh | -102* | 22 | 21 | 39 | -10 | 5 | -7 | 34 | -14 | 42
DRD3 antagonist | -26 | -51* | -27 | -4 | 15 | -3 | 7 | 1 | 6 | 91
HT1080NT lethal | -17% | 11% | 1% | -10% | 0% | 21% | ? | 13% | 0% | -23%
KB-3-1 cytotox | 11% | -5% | 6% | 8% | -5% | 0% | ? | -6% | 15% | -22%
D3 ag | 4 | -3 | -9 | -8 | 0 | -4 | 3 | 0 | 8 | 14
SW480 rerep | 12µM* | 1% | -4% | 2% | -1% | 10% | . | -3% | -3% | -4%
KB-V1 MDR tox | 2% | 11% | 0% | ? | -13% | 26% | 21µM* | 8% | 26% | 3%
HT1080 IDH1KD tx | 15µM* | 9% | -2% | -3% | 6% | 15% | ? | 8% | 1% | ?

Single values from above.
cpd 1 in IL-1B inflam inh → -102*
cpd 6 in GLP-1R agonist → 1%
cpd 2 in GLP-1R agonist → 6%
cpd 5 in HT1080 IDH1KD tx → 6%
cpd 4 in KB-3-1 cytotox → 8%

Further structures.
11. Cc1ccc(N(CC(=O)NC2CCCCC2)C(=O)CNC(=O)c2ccco2)c(C)c1
12. Cc1ccn2cc(CSc3ccccc3N)nc2c1
13. CC(=O)Nc1ccc(-c2ccnc3c2CC(C)(C(=O)NCc2ccc(N4CCN(C)CC4)cc2)O3)cc1 (stereo not drawn)
14. O=C1CCn2nc(-c3ccc(Cl)cc3)cc2N1
15. CCOC(=O)c1c(N)sc(C(=O)N2CCCC(C(N)=O)C2)c1C (stereo not drawn)
16. CC(=O)c1ccc(NC(=O)COC(=O)CCc2ccc(S(=O)(=O)N3CCOCC3)cc2)cc1
17. Cc1cc(NC(=O)COC(=O)c2cc3c(s2)CCC(C)C3)no1 (stereo not drawn)
18. Cc1ccc(C(=O)OCC(=O)Nc2ncc(Cl)cc2Cl)cc1NC(=O)c1ccco1
19. O=C(COC(=O)c1ccc(Br)c(S(=O)(=O)N2CCOCC2)c1)NC1CC1
20. Cc1ccc(S(=O)(=O)CC(=O)N2CCN(c3ccc(F)cc3)CC2)cc1

assay / compound | 11 | 12 | 13 | 14 | 15 | 16 | 17 | 18 | 19 | 20
GLP-1R agonist | 7% | -11% | 12% | 0% | -7% | 0% | -9% | -6% | 5% | 6%
IL-1B inflam inh | -5 | 0 | -20 | 12 | 4 | -5 | -4 | 16 | -10 | 0
DRD3 antagonist | 6 | -13 | 0 | 10 | -13 | 12 | 10 | 38 | 5 | 17
HT1080NT lethal | 0% | -4%[9.24 µM] | -26% | -2% | 4% | 14% | 2% | 4% | 10% | 1%
KB-3-1 cytotox | -2% | -6% | -9% | 1.8µM* | 1% | 7% | -9% | 0% | 3% | -9%
D3 ag | 0 | -22 | -9 | 1 | -2 | 7 | 4 | -2 | -4 | 5
SW480 rerep | -6% | 4% | . | -7% | -4%[9.22 µM] | -7% | -2% | -6% | -8% | 3%
KB-V1 MDR tox | -8% | -9% | -3% | ? | -3% | 19% | -21% | -2% | 1% | 3%
HT1080 IDH1KD tx | 4% | -11% | -5% | 12% | -4% | -4% | -4% | 0% | 16% | -10%

21. CC1C(=O)N2CCCc3cc(NC(=O)C(=O)NCCc4ccccc4)cc1c32 (stereo not drawn)
22. COCCN(C(=O)Cc1cccs1)C(C(=O)NCc1ccc(OC)cc1)c1ccc(OC)cc1 (stereo not drawn)
23. Cc1cccc(C)c1NC(=O)C1(C)CSCC(=O)N1CCCN1CCOCC1 (stereo not drawn)
24. Cc1cccc(C)c1NC(=S)N1CCC(N(C)CC2CCCO2)CC1 (stereo not drawn)
25. COc1ccc(CC(=O)Nc2ccc(C(=O)NC(C)(C)C)cc2)cc1
26. CCN(c1ccccc1)S(=O)(=O)c1ccc2[nH]cc(C(=O)N3CCOCC3)c(=O)c2c1
27. CC(=O)N=c1c(C#N)cc2c(=O)n3cccc(C)c3nc2n1Cc1ccco1
28. Cc1cc(C)c(C)c(S(=O)(=O)Nc2ccc(C(=O)N3CCCC3)cc2)c1C
29. CCCCNC(=O)C1(C)CCCCN1C(=O)c1cc(-c2ccccc2)cs1 (stereo not drawn)
30. O=C(NCc1ccccn1)C(=O)NCC1OCCCN1S(=O)(=O)c1cc(F)ccc1F (stereo not drawn)

assay / compound | 21 | 22 | 23 | 24 | 25 | 26 | 27 | 28 | 29 | 30
GLP-1R agonist | 8% | -1% | . | 2% | -2% | -12% | -3% | 8% | -6% | 3%
IL-1B inflam inh | 16 | -11 | -1 | 3 | -6 | 7 | 34 | -2 | 33 | 0
DRD3 antagonist | 19 | 2 | -7 | 19 | 6 | -12 | 17 | -27 | 2 | ?
HT1080NT lethal | -6% | ? | 14% | ? | 1% | -2% | -4% | -6% | -39% | -1%
KB-3-1 cytotox | -8% | 6% | 0% | 0% | -1% | 6% | 0% | . | 0% | 21%
D3 ag | 1 | 21 | -9 | -5 | -4 | -5 | 2 | -22 | -1 | -3
SW480 rerep | 0% | -2% | . | -9% | -5% | -4% | 0.58µM* | 16% | . | 3%
KB-V1 MDR tox | -19% | ? | 0% | -30% | -11% | 7% | ? | . | ? | 0%
HT1080 IDH1KD tx | -12% | 6%[9.24 µM] | 21% | 1% | 1% | -1% | 5% | -17% | ? | 0%

Random excerpt: two records from the list
5. CC(C)c1cc(NCCN2CCOCC2)n2c(nc3ccccc32)c1C#N
19. O=C(COC(=O)c1ccc(Br)c(S(=O)(=O)N2CCOCC2)c1)NC1CC1

assay / compound | 5 | 19
GLP-1R agonist | -1% | 5%
IL-1B inflam inh | -10 | -10
DRD3 antagonist | 15 | 5
HT1080NT lethal | 0% | 10%
KB-3-1 cytotox | -5% | 3%
D3 ag | 0 | -4
SW480 rerep | -1% | -8%
KB-V1 MDR tox | -13% | 1%
HT1080 IDH1KD tx | 6% | 16%

The list goes on:
31. CC1CC(C)(C)NC(=S)N1CCCC(=O)Nc1ccc(Br)cc1 (stereo not drawn)
32. Cc1c(C(N)=O)sc2ncn(CC(=O)N(C)C3CCCCC3)c(=O)c12
33. O=C(c1cccnc1)N1CCN(C(=O)c2cccc(Cl)c2)CC1
34. CC1(Oc2cccc(C#N)c2)CCN(Cc2ccccc2OC(F)F)C1 (stereo not drawn)
35. Cc1nnc(SCC(=O)N2CCN(S(=O)(=O)c3ccccc3)CC2)s1
36. Cc1ccc(C(=O)COC(=O)C(C)N2C(=O)C3C4CCC(C4)C3C2=O)cc1 (stereo not drawn)
37. O=C(/C=C/c1ccccc1)Nc1nnc(SCC(=O)c2ccc3ccccc3c2)s1
38. OC(Cn1cccn1)c1ccccc1 (stereo not drawn)

assay / compound | 31 | 32 | 33 | 34 | 35 | 36 | 37 | 38
GLP-1R agonist | 5% | 9% | 5% | -2% | 0% | -1% | -2% | -12%
IL-1B inflam inh | -78* | 0 | 3 | -19 | 0 | 19 | 9 | 24
DRD3 antagonist | -19 | 4 | -17 | -89* | -4 | 18 | -10 | 3
HT1080NT lethal | -5% | -4% | 16% | -26% | 3% | 1% | 10% | ?
KB-3-1 cytotox | -32% | 0% | -4% | 0% | 1% | 3% | -28% | 0%
D3 ag | -5 | -1 | -5 | -10 | -4 | 5 | 1 | -9
SW480 rerep | -8% | -3% | -15% | . | -5% | 1% | ? | -7%
KB-V1 MDR tox | 23µM* | -6% | -5% | -2% | -3% | -19% | -16% | 9%
HT1080 IDH1KD tx | ? | 4% | 23% | 8% | 7% | -1% | 0% | 15%

Limited to HT1080 IDH1KD tx and DRD3 antagonist, for 6 of the compounds above:
no. | SMILES | HT1080 IDH1KD tx | DRD3 antagonist
33 | O=C(c1cccnc1)N1CCN(C(=O)c2cccc(Cl)c2)CC1 | 23% | -17
34 | CC1(Oc2cccc(C#N)c2)CCN(Cc2ccccc2OC(F)F)C1 (stereo not drawn) | 8% | -89*
35 | Cc1nnc(SCC(=O)N2CCN(S(=O)(=O)c3ccccc3)CC2)s1 | 7% | -4
36 | Cc1ccc(C(=O)COC(=O)C(C)N2C(=O)C3C4CCC(C4)C3C2=O)cc1 (stereo not drawn) | -1% | 18
37 | O=C(/C=C/c1ccccc1)Nc1nnc(SCC(=O)c2ccc3ccccc3c2)s1 | 0% | -10
38 | OC(Cn1cccn1)c1ccccc1 (stereo not drawn) | 15% | 3

Compound activity from PubChem.
